CHOP inhibitor – CHOP inhibition in unfolded protein response | CHO-K1 CHOP-promoter luciferase, tunicamycin-induced, 15-18 h | inhibition, % at 10 µM | 220,000 compounds, 3.8% hits;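 active = compounds that reduced the stress-induced luciferase reporter signal by more than about 70% of percent inhibition, limit read from the data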;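 note: 0% = tunicamycin plus vehicle and 100% = wells without tunicamycin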
Ba/F3 V617F tox – lowers viability of Ba/F3 cells expressing EpoR and JAK2V617F; 220,000 compounds, 1.1% hits; ATP luminescence; AID 1446; inhibition, % at 5.6 µM;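 active = inhibition above the campaign mean plus 3 SD over all tested compounds, cut at about 24% in these data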;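 note: cytokine-independent growth of Ba/F3 cells driven by EpoR plus mutant JAK2; 0% = DMSO-treated cells and 100% = JAK inhibitor I control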
S1P4 antag – antagonists of human S1P4 receptor. O95977. S1P4-expressing cells, antagonist mode, reporter read-out. inhibition, % at 4.98 µM. 220,000 compounds, 0.26% hits; in the data active = inhibition above about 29%;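 note: 0% = wells stimulated with agonist and 100% = vehicle wells without agonist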
Target sequence (O95977 whole entry, looked up): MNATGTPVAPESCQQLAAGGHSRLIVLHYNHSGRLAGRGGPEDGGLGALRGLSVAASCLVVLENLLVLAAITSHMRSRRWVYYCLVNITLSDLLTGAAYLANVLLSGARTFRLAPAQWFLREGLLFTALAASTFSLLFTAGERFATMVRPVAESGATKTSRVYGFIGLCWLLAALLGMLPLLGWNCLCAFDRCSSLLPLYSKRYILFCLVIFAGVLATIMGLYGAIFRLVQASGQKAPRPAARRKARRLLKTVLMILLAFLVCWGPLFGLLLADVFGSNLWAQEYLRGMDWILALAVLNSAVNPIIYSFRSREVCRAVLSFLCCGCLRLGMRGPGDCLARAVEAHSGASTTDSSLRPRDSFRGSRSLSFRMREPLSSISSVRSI
NPY2 pot ag – human NPY-Y2 potentiation or agonism, primary screen. activation, % at 3.6 µM. 220,000 compounds, 0.45% hits. cells expressing NPY-Y2, potentiator/agonist read-out. P49146; in the data active = activation above about 27%;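 note: cells stimulated with NPY near EC25 plus isoproterenol at EC100; 0% = vehicle plus submaximal agonist and 100% = vehicle plus saturating agonist; some results beyond the cut were filed as inactive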
NCF1 inh – inhibitors of human p47phox binding | P14598 | p47phox/p22phox peptide binding, fluorescence polarization, 2 h | inhibition, % at 24.7 µM | 220,000 compounds, 0.53% hits;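 active = inhibition above about 30%, limit read from the data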;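 note: 0% = p47phox with labelled peptide and 100% = labelled peptide alone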
Target sequence (P14598 whole entry, looked up): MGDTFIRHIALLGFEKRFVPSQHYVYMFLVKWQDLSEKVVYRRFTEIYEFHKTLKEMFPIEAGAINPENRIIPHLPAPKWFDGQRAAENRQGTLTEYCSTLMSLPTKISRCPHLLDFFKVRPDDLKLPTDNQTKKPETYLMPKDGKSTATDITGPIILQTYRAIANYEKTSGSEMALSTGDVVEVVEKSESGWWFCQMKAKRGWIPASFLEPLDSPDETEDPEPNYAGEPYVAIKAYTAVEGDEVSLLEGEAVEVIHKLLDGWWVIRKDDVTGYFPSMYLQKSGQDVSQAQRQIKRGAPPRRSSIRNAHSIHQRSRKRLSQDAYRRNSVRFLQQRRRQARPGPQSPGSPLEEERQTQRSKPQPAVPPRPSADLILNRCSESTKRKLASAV
S1P4 ag – human S1P4 receptor agonism; activation, % at 4.98 µM; 220,000 compounds, 0.35% hits; S1P4-expressing cell line, agonist reporter assay; O95977; in the data active = activation above about 11%;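 note: 0% = DMSO vehicle and 100% = reference agonist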
NPY Y1 blocker – blocks the human neuropeptide Y Y1 receptor | 200,000 compounds, 1% hits | inhibition, % at 3.6 µM | AID 1040 | HEK293-CNG Y1 cells, membrane potential fluorescence; NPY at EC95, then isoproterenol | P25929;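 active = inhibition above the campaign mean inhibition of all tested compounds plus 3 SD, cut at about 20% in these data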;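 note: 0% = DMSO wells given NPY plus isoproterenol and 100% = isoproterenol alone without NPY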
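Material: Y1- and CNG-channel-expressing HEK293 cells / Probe or stimulus: NPY 25 nM then isoproterenol 1 µM plus Ro 20-1724 25 µM / Doses: 3.6 µM single dose, DMSO 0.4% / Schedule: compound incubation 1 h at room temperature, readout 45 min post-stimulation / Signal: membrane potential fluorescence / Benchmarks: isoproterenol-only wells as full block versus NPY-plus-isoproterenol wells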
NPY-Y1 PAM-ag – potentiates or activates human NPY-Y1 receptor; NPY-Y1 expressing cells, potentiator/agonist activation; activation, % at 3.6 µM; 220,000 compounds, 0.37% hits; AID 1304; in the data active = activation above about 33%, passing the limit was not always enough;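 note: cells stimulated with NPY at EC10 then isoproterenol at EC100; 0% = low agonist plus stimulus and 100% = saturating agonist plus stimulus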
BaF3 tox – counter-screen for JAK2V617F inhibitors: parental Ba/F3 viability inhibitors; CellTiter-Glo ATP luminescence; 220,000 compounds, 1.1% hits; inhibition, % at 5.6 µM;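 active = inhibition above a per-campaign cutoff, the mean inhibition of all tested compounds plus 3 SD, cut at about 27% in these data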;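 note: 0% = DMSO wells and 100% = JAK Inhibitor I control wells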
Starred values were filed as active, the others as inactive; nt = no result given.

SMILES	CHOP inhibitor	Ba/F3 V617F tox	S1P4 antag	NPY2 pot ag	NCF1 inh	S1P4 ag	NPY Y1 blocker	NPY-Y1 PAM-ag	BaF3 tox
Cc1ccccc1C(=O)NC(CC(C)C)C(=O)OCc1cc(=O)n2cc(Br)ccc2n1 (stereo not given)	21	1	0	5	-6	0.2	2	13	5
CC(C)Oc1cccc(C(=O)C2CCCN(C(=O)c3ccsc3)C2)c1 (stereo not given)	-18	0	-2	6	-6	0.6	1	-9	8
CCC(=O)Nc1cc(-c2nn(C)c(=O)c3ccccc23)ccc1N1CCCCC1	56	2	-4	12	-10	0.7	3	4	5
CC(C)(C)NC(=O)CSc1nc(O)cc(=O)[nH]1	22	-1	-10	-13	-16	0.9	-5	-1	4
CCOC(=O)C(NCc1ccc2c(c1)OCO2)(NC(=O)CC)C(F)(F)F (stereo not given)	0	1	1	1	6	0.8	0	-5	1
COc1ccccc1NC(=O)C1=C(C)Nc2ncnn2C1c1ccccc1C (stereo not given)	-3	0	0	5	6	0.5	2	-3	0
COC(=O)CCC(=O)N1CCc2cc(S(=O)(=O)N3CCN(c4ccccc4Cl)CC3)ccc21	20	-5	-6	14	-6	0.3	0	23	-1
O=[N+]([O-])c1ccccc1SN(Cc1ccccc1)c1ccccn1	42	-1	-6	3	-5	-0.2	2	-21	6
CN(CC(=O)NC1CCCCC1)S(=O)(=O)c1cccc2cccnc12	-23	1	-23	-19	-5	0.9	6	-1	2
O=C(O)c1cccc(S(=O)(=O)Nc2ccccc2Cl)c1	10	-2	-15	14	-3	-1.0	-3	16	4
COc1ccccc1OCCCCNC(C)(C)C	-6	-1	2	7	-14	2.2	3	-1	1
COc1ccccc1C(=O)C1CCCN(Cc2ccc3c(c2)OCCO3)C1 (stereo not given)	14	0	1	-16	1	0.8	nt	-20	-5
COc1cc2c(cc1OC)CN(Cc1cc(=O)n3c(-c4ccccc4)csc3n1)CC2	10	1	-8	-3	-15	1.2	-4	-4	1
COC(=O)\C(C(C)=O)=C(/C=C/C=C/C=C/N(C)C)N(C)C	4	-4	-3	-11	-180	1.6	1	2	-1
COc1ccc(C(=O)Nc2ccc3c(c2)C(=O)c2ccccc2C3=O)cc1OC	3	-2	-23	-5	-13	0.4	2	-3	6
CC(C)c1nc(C#N)c(NCCCn2ccnc2)o1	1	1	-16	13	-6	0.6	7	-15	8
CC(=O)Nc1ccc(C(=O)N(C)c2ccccc2)cc1	4	0	-8	4	-2	0.3	4	-14	6
NS(=O)(=O)c1cccc(NC(=O)CSc2nn(-c3ccccc3)c(=S)s2)c1	20	0	-8	-15	-2	0.5	0	-9	7
S=c1[nH]nc(C2CCCCC2)n1/N=C/c1ccc(Br)s1	95*	-4	4	-7	-7	0.3	-4	0	1
Cc1nonc1CN(C)C(=O)CC1C(=O)NCCN1Cc1cccc(C(F)(F)F)c1 (stereo not given)	13	-4	-7	-10	-4	1.0	3	1	6
C(=C\c1ccccc1)/CSc1nnc(-c2ccncc2)n1Cc1ccco1	28	3	-13	6	-8	0.3	-1	-20	4
O=C(O)CC1COc2ccccc2N1C(=O)c1ccccc1Cl (stereo not given)	0	4	-17	-6	0	-0.5	-2	-15	12
CCOc1cnc(C(=O)NNC(=O)c2ccccc2Br)o1	16	-4	-1	11	2	0.6	0	13	-2
O=[N+]([O-])c1cc(Cl)ccc1-c1nc(-c2ccncc2)no1	-17	1	5	-3	-2	0.2	5	0	9
CCNc1cc(N2CCN(S(=O)(=O)c3ccc4c(c3)CCCC4)CC2)ccc1[N+](=O)[O-]	38	2	-8	2	0	-0.5	-1	-6	4
SMILES	CHOP inhibitor	Ba/F3 V617F tox	S1P4 antag	NPY2 pot ag	NCF1 inh	S1P4 ag	NPY Y1 blocker	NPY-Y1 PAM-ag	BaF3 tox
CC(CN1CCN(C)CC1)OC(=O)c1ccccc1Cl (stereo not given)	-30	0	-4	-8	3	0.6	1	5	-1
S=C(NCc1ccco1)N/N=C/c1ccccc1Cl	-6	-4	-2	-4	-3	0.3	9	-3	3
COc1cc2c(cc1OC)C1=NC(=O)CN1C(SCc1ccc(C)cc1)=N2	12	2	-19	8	3	0.8	3	-22	6
CC(C)(C)C(=O)NCCc1nc2ccccc2n1CC(=O)c1ccccc1	-16	-4	5	6	-12	0.2	8	-7	0
COC(=O)c1cc2c(s1)-c1ccccc1CC2	91*	-1	-6	-5	-1	-0.4	8	-2	0
CCCOC(=S)N/C(=N\S(=O)(=O)c1ccccc1)c1ccccc1	-23	-3	-1	-18	0	-1.0	0	13	0
O=C1C2CC=CCC2C(=O)N1c1ccc(OCC(O)Cn2nnc3ccccc32)cc1 (stereo not given)	-5	-1	-18	13	-6	1.4	-3	13	6
O=C(C[n+]1cc(-c2ccccc2)n2c1CCC2)Nc1nc(-c2ccc(F)cc2)cs1	-8	-3	-20	0	-1	1.5	-4	22	3
CN(c1ccccc1)c1ccc(/C=N/N2CCOCC2)cc1	13	-4	8	-8	4	2.6	5	-14	6
COc1cc2cc(C(=O)O)[nH]c2c(OC)c1OC	0	-4	-3	16	-10	-4.0	2	-10	0
CCN(C(=O)COc1cc(=O)n(CC)c2ccccc12)c1cc(Cl)ccc1OC	5	-2	-20	-25	-8	-0.9	23*	-15	7
CCOC(=O)c1cc(=O)n2nc(-c3ccccc3F)nc2s1	-51	-3	-3	-1	-7	0.7	0	4	0
CCCCOc1ccc(CSc2nnc(C)n2N)cc1[N+](=O)[O-]	0	1	-5	-14	-12	1.4	2	7	7
COc1ncnc(OC)c1NC(=O)c1ccc(F)cc1	-22	-2	-1	5	-10	2.0	1	-16	4
COc1ccc2nc(C)c3c(c2c1)OC(C)C3 (stereo not given)	-9	-2	-10	1	-12	-2.4	-12	-9	1
O=C(O)c1cccc(N2C(=O)c3ccc4c5c(ccc(c35)C2=O)C(=O)N(c2cccc(C(=O)O)c2)C4=O)c1	-4	1	-15	-1	16	0.8	nt	4	-7
CC(=O)c1ccc(N2CCN(C(=O)c3ccc(Cn4c(=S)[nH]c5ccc(N6CCOCC6)cc5c4=O)cc3)CC2)cc1	8	1	-25	16	9	0.3	-4	5	3
COc1ccc(/C=C2\CCCc3c2nc2ccc(C)cc2c3C(=O)O)cc1O	6	-1	-8	2	-18	0.1	nt	-10	-4
CCOC(=O)c1nc(C)n(-c2ccc(Cl)cc2Cl)n1	-16	3	-8	5	3	-0.2	-1	-15	2
CCOc1ccc(NC(=O)COC(=O)Cn2cnnn2)cc1OCC	36	-5	-1	8	-1	-2.4	3	-13	4
CCc1ccc(NC(=O)/C(C#N)=C/c2cc3ccc(C)cc3nc2N2CCOCC2)cc1	34	3	-12	-10	-25	0.9	-3	-16	9
O/N=C1/CCc2nonc2/C1=N/O	13	0	-3	6	-8	0.8	-1	-24	3
CN1C=CC=C/C1=C1/N=C(c2ccccc2)OC1=O	14	-2	-10	3	1	1.2	1	7	10
Cc1onc(-c2ccccc2Cl)c1C(=O)NCc1cccnc1	0	-1	-13	10	4	-0.8	-6	6	4
Cc1cc(C(=O)CN2C(=O)NC(C)(c3ccccc3)C2=O)c(C)n1CC1CCCO1 (stereo not given)	-1	0	7	3	-16	0.6	-4	-2	6
SMILES	CHOP inhibitor	Ba/F3 V617F tox	S1P4 antag	NPY2 pot ag	NCF1 inh	S1P4 ag	NPY Y1 blocker	NPY-Y1 PAM-ag	BaF3 tox
Cc1cc(C(=O)N/N=C/c2ccncc2)c(C)o1	-27	1	5	-4	-6	0.2	nt	5	4
CCOC(=O)c1cccc(-c2ccc(C=O)o2)c1	-1	2	-10	6	-26	-0.6	-3	-3	3
COCC(C)NC(=O)NC(=O)c1ccc(Cl)cc1 (stereo not given)	-22	0	-21	10	1	5.8	8	7	4
Cc1[nH]c2ccccc2c1SCC(=O)NC1CCCCC1	14	-3	-23	-4	0	1.9	-3	1	1
CC(C)CCNC(=O)c1sc2ccc(S(=O)(=O)N3CCCCC3)cc2c1N	19	0	-9	11	-14	-2.2	4	13	7
COc1ccc2oc(C(F)(F)C(F)(F)F)cc(=O)c2c1	47	4	-10	2	-16	0.1	2	1	3
CCOC(=O)c1c[nH]c2nc(C)ccc2c1=O	9	-3	2	-1	nt	-0.1	6	3	3
COc1ccc(/C=C/C(=O)O/N=C(\N)c2ccccc2)cc1OC	0	1	-7	4	6	3.1	4	-31	7
CC(C)Cc1cc(C(=O)NCCc2ccccc2)no1	-23	-7	-17	2	-15	-0.6	0	2	-1
Cc1ccc(NC(=O)Cn2c(=S)[nH]c3ccccc32)cc1	6	0	1	14	-14	-1.1	-5	2	6
COCC1CCCCN1Cc1cn[nH]c1-c1ccc2cc(OC)ccc2c1 (stereo not given)	21	2	-14	1	-9	0.5	4	-10	10
Cc1cccc(NC(=S)NC2CC3CCC(C2)N3Cc2ccco2)c1C (stereo not given)	-2	6	3	3	-1	0.3	4	-4	3
Cc1cc2c(c(C)nn2-c2ccccc2)c(=O)o1	-10	-4	2	-6	-15	-1.2	-4	1	3
Cc1ccc(-c2csc(C3C(N)=NC(S)=C(C#N)C34CCCCC4)n2)cc1 (stereo not given)	-8	9	10	-18	-25	-1.0	-4	0	10
O=c1c2ccccc2ncn1Cc1ccccc1	13	-5	-3	11	-6	2.1	nt	-17	1
Cn1c(=O)c2ncn(CC(=O)Nc3cccc(-c4nc5ccccc5s4)c3)c2n(C)c1=O	82*	-4	8	-6	-8	-2.2	2	17	1
O=c1[nH]nc(CNc2ccc(Cl)cc2Cl)c2ccccc12	71*	2	-7	-13	-9	1.0	24*	-35	9
CS(=O)(=O)N(CC(=O)Nc1ccc2c(c1)OCCO2)Cc1ccccc1	40	-2	-14	-16	-12	-1.5	3	3	0
Cc1ccc(OCc2nnc(NC(=O)OCC(C)C)s2)c(C)c1	35	0	-22	-14	-21	2.9	-3	-6	-2
Cc1ccc(C(=O)N2CCN(S(=O)(=O)c3ccccc3[N+](=O)[O-])C2)cc1	30	4	-2	-7	-5	-1.1	4	5	6
COc1ccc(N2C(=O)NC3CC2(C)Oc2ccc(Br)cc23)cc1OC (stereo not given)	47	1	3	7	-6	1.8	-4	18	5
CCN(CC)C(=O)c1oc2ccc(S(=O)(=O)N3CCCCCC3)cc2c1C	32	-5	-7	3	-6	-0.1	10	-13	2
CCOP(=O)(c1ccc(N(C)C)cc1)C(O)c1ccccc1 (stereo not given)	3	0	2	0	-18	2.1	1	-28	1
COC(=O)c1c(NC(=O)c2ccc(C)c(S(=O)(=O)Nc3ccccc3C)c2)sc2c1CCCC2	-20	-2	3	4	-12	1.4	-6	-10	3
CCOC(=O)c1c(NC(=O)CSc2nnc(C)o2)sc(C)c1C	15	-1	23	-24	1	0.5	nt	-5	-10
S=c1[nH]nc(C2CCCCC2)n1/N=C/c1ccco1	-25	-3	0	4	-2	2.1	-1	0	3

Profiles from above. Order of screens: CHOP inhibitor | Ba/F3 V617F tox | S1P4 antag | NPY2 pot ag | NCF1 inh | S1P4 ag | NPY Y1 blocker | NPY-Y1 PAM-ag | BaF3 tox
Profile of COc1ccc(N2C(=O)NC3CC2(C)Oc2ccc(Br)cc23)cc1OC (stereo not given) → 47 | 1 | 3 | 7 | -6 | 1.8 | -4 | 18 | 5
Profile of O=C1C2CC=CCC2C(=O)N1c1ccc(OCC(O)Cn2nnc3ccccc32)cc1 (stereo not given) → -5 | -1 | -18 | 13 | -6 | 1.4 | -3 | 13 | 6
Profile of COc1cc2cc(C(=O)O)[nH]c2c(OC)c1OC → 0 | -4 | -3 | 16 | -10 | -4.0 | 2 | -10 | 0
Profile of CN(CC(=O)NC1CCCCC1)S(=O)(=O)c1cccc2cccnc12 → -23 | 1 | -23 | -19 | -5 | 0.9 | 6 | -1 | 2

Screens as filed in PubChem.

Outcome played no part in choosing rows; any-hit rate near 7.1%.
